Assay outcomes: PubChem BioAssay, several laboratories
SUMO Mot1 rescue: inhibitors of SUMOylation pathway: yeast Mot1-301 growth rescue; S. cerevisiae Mot1-301 growth rescue, ATP luminescence, 38.5C; percent above DMSO median, 100 means doubled; growth rescue, % at 18.8 µM; 1% of 320,000 active; AID 2716;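 active means every valid replicate shows activation above 250% relative to neutral control wells; inactive means the rest, any valid replicate at or below 250%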;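 further: OY570 slx delta 5 strain wells were the positive control but not used for scaling; some compounds called inactive have numbers as strong as hits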
Tat export inh: inhibitors of E. coli Tat protein transport. E. coli MC4100 TorA-mCherry Tat export, fluorescence. inhibition, % at 10 µM. 0.036% of 340,000 active;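 active means mean replicate inhibition at least 50% and at least half of replicates individually reaching 50%; inconclusive means only one of the two criteria met; inactive means neither criterion met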;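 further: exported cargo escapes ClpAP degradation while cytoplasmic cargo is degraded and loses fluorescence; 0% = median of neutral control wells and 100% = median of NaSCN control wells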
PKA-R2B activ: activates the human PKA-R2B holoenzyme complex; P22694+P31323; PKA-R2B holoenzyme dissociation, Cy5-IP20 fluorescence polarization; R2B truncated from residue 108, S112A mutant; 0% DMSO only, 100% 113 µM cGMP; activation, % at 11.4 µM; 0.079% of 340,000 active;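 active means activation above a cutoff set at the mean over all compounds plus 3 SD, cut at about 18% in these data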;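 further: higher means more holoenzyme dissociation and a rise in polarization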
Target sequence (P31323 whole entry, looked up, other chains not shown, the tested form may be a part): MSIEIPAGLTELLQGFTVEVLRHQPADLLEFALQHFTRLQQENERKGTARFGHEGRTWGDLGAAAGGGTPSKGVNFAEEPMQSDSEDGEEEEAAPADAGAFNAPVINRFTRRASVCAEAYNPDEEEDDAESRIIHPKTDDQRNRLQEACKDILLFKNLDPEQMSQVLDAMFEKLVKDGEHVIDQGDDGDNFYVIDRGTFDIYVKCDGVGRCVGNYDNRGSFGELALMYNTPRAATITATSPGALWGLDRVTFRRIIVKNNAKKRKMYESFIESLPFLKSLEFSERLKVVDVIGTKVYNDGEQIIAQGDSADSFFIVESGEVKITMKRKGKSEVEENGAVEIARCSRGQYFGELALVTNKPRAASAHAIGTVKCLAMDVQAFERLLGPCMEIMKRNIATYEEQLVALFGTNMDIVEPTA
HTR5A inv ctr: HTR5A inverse agonism, opioid heterodimer counter-screen. P47898. HTR5A cell line, luminescence. inhibition, % at 9.3 µM. 0.083% of 340,000 active. AID 504634; in the data active means inhibition mostly above about 23%, no sharp cut-off; inactive means mostly below about 18%;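 further: 0% = cells with DMSO and 100% = no-cell wells with DMSO; some compounds called inactive have numbers as strong as hits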
Target sequence (P47898 whole entry, looked up): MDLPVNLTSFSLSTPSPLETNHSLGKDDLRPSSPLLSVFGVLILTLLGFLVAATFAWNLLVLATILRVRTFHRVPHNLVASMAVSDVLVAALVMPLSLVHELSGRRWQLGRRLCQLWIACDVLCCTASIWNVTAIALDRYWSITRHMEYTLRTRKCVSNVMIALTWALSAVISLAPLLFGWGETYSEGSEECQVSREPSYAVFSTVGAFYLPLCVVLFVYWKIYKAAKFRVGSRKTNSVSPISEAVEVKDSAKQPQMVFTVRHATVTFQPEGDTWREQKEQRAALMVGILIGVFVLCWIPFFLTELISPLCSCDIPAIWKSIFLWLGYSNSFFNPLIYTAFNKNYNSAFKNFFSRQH
E coli growth: reduces bacterial viability in AddAB counter-screen; E. coli V3065 growth, OD600 absorbance, 18 h; 0.27% of 330,000 active; inhibition, % at 11.9 µM; AID 449728;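 active means inhibition above the campaign's mean inhibition across all tested compounds plus 3 SD, cut at about 9.9% in these data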;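 further: uninfected addAB+ strain grown without phage in ampicillin broth; 0% = DMSO wells and 100% = ciprofloxacin 0.95 µg/ml wells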
PfHsp90 set2: reduces growth (ATP signal) of yeast expressing P. falciparum Hsp90; 0.32% of 310,000 active; inhibition, % at 9.4 µM; AID 504621; S. cerevisiae expressing PfHsp90, BacTiter-Glo ATP, 48 h; yeast lacking PDR1 and PDR3 efflux regulators;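 active means every replicate shows inhibition above about 80%, whatever the replicate mean, limit read from the data; inconclusive means mean inhibition reaches the set limit but some replicate falls short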;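 further: 0% = DMSO neutral controls and 100% = 20 µM radicicol positive controls; yeast relying on Plasmodium falciparum Hsp90 in place of its own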
OPRM1-OPRD1 inv: inverse agonists of human mu-delta opioid receptor heterodimerization | P35372+P41143 | cell-based MOR-DOR heterodimer luminescence, inverse agonism | inhibition, % at 9.3 µM | 0.21% of 340,000 active | AID 504357; in the data active means inhibition above about 22%, passing the limit was not always enough;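 further: 0% = cells with DMSO and 100% = wells without cells with DMSO; values of inactives mirror those of a sister screen read the other way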
PKA-R1A act: activators of PKA-R1A complex | P00514+P68181 | PKA-R1A dissociation, Cy5-IP20 fluorescence polarization; scaled: DMSO 0%, 113 µM cGMP 100% | activation, % at 11.4 µM | 0.083% of 340,000 active | AID 504707;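 active means percent activation above the mean of all tested compounds plus 3 SD, cut at about 19% in these data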;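 further: higher means more PKAc released from R1A so a rise in polarization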
phage Ecoli inh: E. coli growth loss with phage present. 0.26% of 360,000 active. inhibition, % at 11.9 µM. growth absorbance. AID 651602; in the data active means inhibition above about 11%
AddAB inh: less growth of phage-infected E. coli with AddAB; 0.29% of 330,000 active; E. coli expressing H. pylori AddAB, absorbance growth; inhibition, % at 11.9 µM; in the data active means inhibition above about 12%;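 further: 0% = vehicle wells of infected cells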
MOR-DOR ag: OPRM1-OPRD1 heterodimerization agonism. P35372+P41143. cells, luminescence. activation, % at 9.3 µM. 0.3% of 340,000 active. AID 504326; in the data active means activation above about 18%;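 further: 0% = vehicle-treated cells and 100% = reference agonist; values of inactives mirror those of a sister screen read the other way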
Active calls of the source: *; ? = inconclusive; . = no result given; + = active, no number.

SMILES	SUMO Mot1 rescue	Tat export inh	PKA-R2B activ	HTR5A inv ctr	E coli growth	PfHsp90 set2	OPRM1-OPRD1 inv	PKA-R1A act	phage Ecoli inh	AddAB inh	MOR-DOR ag
COC(=O)c1[nH]c(C)c(/C(O)=C2\C(=O)C(=O)N(CCN(C)C)C2c2cccc(OC)c2OC)c1C (stereo unspecified)	7	-6	0	1	2.1	-2	11	-9	2.8	2.0	-2.0
Cc1cc(C)cc(NC(=S)NCCN(C2CCCCC2)C2CCCC2)c1	430*	-1	-3	-5	1.7	-33	-5	-14	3.4	2.1	0.9
CCCn1cnc2sc(CC)cc2c1=O	7	1	-7	14	-0.3	11	14	-14	3.1	1.5	-2.7
CCOC(=O)C1C(=O)CC(C)(O)C(C(=O)OCC)C1c1ccco1 (stereo unspecified)	-4	0	2	-13	-0.8	5	0	-6	1.8	-0.5	-0.1
C=CCOC(=O)C(C(=O)Cc1ccccc1)c1ccccc1 (stereo unspecified)	.	0	-6	-3	.	7	2	-10	1.9	.	-0.3
Cc1ccc(NC(=O)CSc2nnc(Cc3csc(C)n3)o2)cc1	-9	2	-3	7	2.8	2	16	4	3.0	0.4	-4.0
Cc1c(N=C/C=C/c2ccccc2)c(=O)n(-c2ccccc2)n1C	3	-5	-7	-9	-1.6	-5	-6	4	-0.2	0.6	1.1
Cc1cccc(C)c1N1C(=O)CN(Cc2ccccc2)C1=S	16	8	10	-19	1.0	.	10	4	3.9	0.2	-2.2
CC1CC(CC(=O)NC(=S)Nc2ccccc2Cl)C(=O)O1 (stereo unspecified)	-17	4	-11	15	0.8	7	25	-4	3.5	-0.4	-5.1
Cc1cccc(CCNC(=O)CN(C)S(=O)(=O)c2cnc[nH]2)c1	13	1	6	18	-2.4	10	3	-3	0.9	4.8	-0.8
CCC(CC)C(=O)N1CCN(c2ccccc2)CC1	27	3	-12	14	-2.8	7	8	-2	1.5	1.0	-1.7
COc1ccc(C2CC(c3ccc(C)o3)=NN2C(C)=O)cc1 (stereo unspecified)	-13	-5	7	-16	0.8	3	11	-2	0.7	-1.5	-1.8
COc1ccc(-n2nc(C)c3c(=O)c4c([nH]c32)CCCC4)cc1	-20	1	-3	-7	.	-13	5	-1	1.2	.	-1.1
COc1ccc(-c2nn(CC(=O)Nc3ccc(Cl)c(Cl)c3)c(=O)c3ccccc23)cc1	590	2	0	8	-0.8	-6	-2	-3	-0.9	2.0	0.4
COc1ccc(/C(C)=N/NC(=O)CN(c2ccc(OC)cc2)S(=O)(=O)c2ccccc2)cc1	4	4	-5	2	-1.4	26	12	-11	-1.4	-2.2	-2.4
CCc1ccccc1N1C[C@@]23C=C[C@@H](O2)C(C(=O)OCC(C)C)[C@H]3C1=O (stereo partly specified)	-1	-2	1	-15	1.1	-7	5	9	0.2	2.2	-1.0
COC(=O)c1cnc(Nc2ccc(Cl)cc2)c([N+](=O)[O-])c1	5	-5	1	-47	-1.6	-16	-31	2	2.4	0.2	6.4
Nc1c(C(=O)N2CCCCC2)sc2nc3c(cc12)CCCC3	-14	0	3	4	1.1	-24	3	8	-0.1	2.2	-0.3
CCN(CC)S(=O)(=O)c1ccc2oc(SCc3ccc(F)cc3)nc2c1	5	10	5	-3	1.9	-38	10	2	3.9	2.2	-1.8
O=C(CC(=O)Nc1cccc(Cl)c1)N/N=C\c1ccccc1	1	4	1	-17	-3.9	20	7	-9	1.2	-0.2	-1.4
Cc1oc(-c2ccccc2F)nc1CS(=O)(=O)CC(=O)NCc1ccco1	9	3	-5	-19	0.8	27	9	1	1.4	0.3	-1.6
CC(C)C[C@@H](CNCC(=O)[C@H](C)NC(=O)c1[nH]cnc1C(=O)N[C@H](CN)CC(C)C)NC(=O)c1nc[nH]c1C(=O)N[C@@H](C)C(=O)O	.	-9	-1	-17	.	1	12	0	1.4	.	-2.5
O=C(O)c1ccccc1C(=O)Nc1ccc(Oc2ccc3ccccc3c2)cc1	261	-7	1	-1	-2.2	10	14	1	4.3	0.2	-3.0
Cc1cc(OCC(=O)Nc2cccc(S(=O)(=O)N3CCCCC3)c2)ccc1Cl	-1	-5	-5	-32	1.3	-1	-23	0	2.8	1.3	5.7
CCCn1c(=NC(=O)CS(=O)(=O)c2ccccc2)sc2cc(S(C)(=O)=O)ccc21	-37	-2	7	-2	0.3	-27	1	12	4.4	1.0	-0.2
Cc1cc(C(=O)NCc2ccc3c(c2)OCO3)n(-c2ccccc2)n1	0	-7	-7	-1	1.6	-3	4	6	1.8	-3.8	-0.8
O=C(CNS(=O)(=O)c1ccccc1)OCc1cccc([N+](=O)[O-])c1	36	5	0	21	0.9	6	-6	1	4.5	4.0	1.2
CN(C)CCNC(=O)Cc1ncc(C(F)(F)F)cc1Cl	282	-4	0	2	1.9	4	8	-7	3.6	-0.3	-1.6
Cc1cc(=O)[nH]c(SCc2cccc3ccccc23)n1	71	1	-1	-19	-0.3	-13	15	-3	1.1	0.8	-2.7
CCN(CC)c1ccc(/C=N/NC(=O)c2cccc(S(=O)(=O)N3CCOCC3)c2)cc1	5	-3	-7	-8	-2.0	-60	1	2	3.4	-1.2	-0.2
Cc1ccc(OCC(=O)N2N=C(c3cccnc3)CC2(O)C(F)(F)F)cc1C (stereo unspecified)	6	-10	-4	-1	-0.3	17	-3	3	5.0	0.6	0.5
CN1CCc2c(sc3c2C(=O)NC(c2ccco2)N3)C1 (stereo unspecified)	-7	-24	-4	-31	1.0	-18	-2	-1	0.9	-0.3	0.4
COc1cccc(N=C(N)N)c1	3	-5	0	10	-1.6	.	2	-5	4.9	-0.5	-0.4
S=c1[nH]nc(-c2ccc3ccccc3n2)n1-c1cc(Cl)cc(Cl)c1	24	-1	-6	-16	-2.7	-33	-34	-10	4.0	0.0	5.6
O=C(Nc1ccc(F)cc1)C1C(c2ccccc2)C1(Cl)Cl (stereo unspecified)	-13	8	-2	4	2.9	-35	-67	-10	2.8	5.7	11
Cc1ccc(-c2n[nH]c(=O)c3ccccc23)cc1S(=O)(=O)NC(C)(C)C	-7	-3	1	4	1.9	6	9	6	3.6	5.1	-1.5
C#CCOCCOCCOCCNc1nc(N2CCN(C(=O)[C@H](CCCCN)n3cc(CC(C)O)nn3)CC2)nc(N2CCN(C(=O)[C@H](Cc3ccc(O)cc3)n3cc(CCO)nn3)CC2)n1 (stereo partly specified)	.	-9	-2	-8	.	15	12	0	0.1	.	-2.2
O=c1c(CN2CCN(Cc3ccccc3)CC2)coc2ccc(Cl)cc12	-14	3	-3	-3	1.9	-3	3	5	0.9	3.2	-0.6
Cc1ccc(OCC(=O)N2CCC(N3CC(C)CC(C)C3)CC2)cc1 (stereo unspecified)	43	2	7	11	-2.7	18	9	-10	-1.4	0.2	-2.8
CCCCc1ccc(NC=C2C(=O)OC3(CCCCC3)OC2=O)cc1	-3	-1	-2	-16	-0.8	-13	3	10	3.8	0.1	-0.6

Reprinted from the results shown for reference:
SMILES	SUMO Mot1 rescue	Tat export inh	PKA-R2B activ	HTR5A inv ctr	E coli growth	PfHsp90 set2	OPRM1-OPRD1 inv	PKA-R1A act	phage Ecoli inh	AddAB inh	MOR-DOR ag
Cc1ccc(OCC(=O)N2CCC(N3CC(C)CC(C)C3)CC2)cc1 (stereo unspecified)	43	2	7	11	-2.7	18	9	-10	-1.4	0.2	-2.8
CCCCc1ccc(NC=C2C(=O)OC3(CCCCC3)OC2=O)cc1	-3	-1	-2	-16	-0.8	-13	3	10	3.8	0.1	-0.6

(list continues)
SMILES	SUMO Mot1 rescue	Tat export inh	PKA-R2B activ	HTR5A inv ctr	E coli growth	PfHsp90 set2	OPRM1-OPRD1 inv	PKA-R1A act	phage Ecoli inh	AddAB inh	MOR-DOR ag
CCN(c1ccccc1)S(=O)(=O)c1cc(C(=O)OC(C)C(=O)Nc2ccc3c(c2)OCCO3)ccc1C (stereo unspecified)	-12	-5	-3	6	0.4	10	-4	-10	-0.5	1.9	0.7
O=C(Nc1ccccc1Br)c1cc(=O)c2ccccc2o1	81	-1	11	3	-0.4	-12	3	1	3.0	1.3	-0.5
CCCCCCN1C=C/C(=C\C=C(C#N)C#N)c2ccccc21	-1	-4	-6	5	0.0	31	9	-2	4.8	1.9	-1.6
Cn1c(=O)[nH]c(=O)c2c1nc(CN(Cc1ccccc1)Cc1ccccc1)n2CCN1CCOCC1	12	-3	6	.	-1.9	4	.	5	2.3	2.8	.
O=C(CNC(=O)c1ccc2c(c1)OCCO2)N=Nc1c(O)[nH]c2ccccc12	10	-5	-11	5	0.4	0	22	-8	2.7	3.4	-4.3
COC(=O)CN1C(=O)[C@H]2[C@@H](/C=C/c3ccccc3)N3C(=O)CN(CCO)C(=O)[C@@]3(Cc3ccccc3)[C@H]2C1=O	1	-2	-1	-19	-4.0	-7	11	3	-0.3	-1.8	-2.1
CCCCCN(C(=O)CCC(=O)OCC(=O)N(C)Cc1ccc(C)cc1)c1c(N)n(CCCC)c(=O)[nH]c1=O	12	?	2	-32	-1.9	-9	18	-4	-0.7	-0.6	-3.5
CC(OC(=O)CNC(=O)c1cccs1)C(=O)Nc1ccc(S(N)(=O)=O)cc1 (stereo unspecified)	-5	0	-12	-3	1.4	.	8	-6	-0.6	0.5	-1.5
O=C1C2CCCCN2C(=O)N1CCN1CCN(c2cccc(Cl)c2)CC1 (stereo unspecified)	.	-7	16	10	.	12	8	3	-4.9	.	-1.6
CC(=O)c1cccc(N(CC(=O)Nc2ccc(S(=O)(=O)N3CCOCC3)cc2)S(C)(=O)=O)c1	5	14	1	12	-0.6	-13	7	3	1.4	1.3	-2.0
O=S(=O)(Cc1ccc(Cl)cc1)c1ncc(CO)n1Cc1ccccc1	+	-5	0	-23	-1.2	-6	13	-8	3.1	1.9	-2.4
CCn1c(Cn2nnc(-c3ccccc3)n2)nnc1SCC(=O)Nc1ccc(N(C)C)cc1	-7	-8	-3	4	-1.2	8	-8	-3	1.4	1.9	1.4
O=S(=O)(Oc1ccccc1C(=S)N1CCOCC1)c1ccc(Cl)cc1	10	-6	1	6	0.2	6	12	-9	0.2	2.4	-2.3
O=C(CSc1nnc(-c2cccs2)o1)NCc1ccco1	2	-9	1	12	-0.1	8	8	-3	-1.2	-3.4	-1.7
Cc1[nH]nc(N2CCCCCC2)c1[N+](=O)[O-]	3	5	2	0	3.4	9	9	-2	3.1	3.6	-1.6
Cc1sc2ncnc(OCc3nnc(-c4cccs4)o3)c2c1C	8	4	-4	-13	0.3	.	0	-2	0.0	4.5	-0.1
COc1ccccc1NS(=O)(=O)c1cccc(C(=O)NNC(=O)C(NC(N)=O)C(C)C)c1 (stereo unspecified)	9	1	-13	2	3.1	-14	7	-9	2.5	0.0	-1.3
O=C(NN1C(=O)c2ccccc2NC1c1ccccn1)c1ccc([N+](=O)[O-])cc1 (stereo unspecified)	-5	-1	3	-10	-0.2	12	1	-7	3.4	0.8	-0.2
CCOC(=O)c1c(C)n(-c2ccc(C)cc2)c2c(CC(C)=O)c(Br)c(OC)c(O)c12	-10	-11	-7	9	-0.2	5	9	-2	1.9	0.7	-2.0
O=C(NC(Cc1ccccc1)C(=O)O)OCc1ccccc1 (stereo unspecified)	43	-1	3	-6	0.7	11	8	-1	0.6	-0.4	-1.4
